# Assay outcomes as filed in PubChem.
# EBI2 antag: antagonists of human EBI2 receptor | P32249 | EBI2 beta-arrestin recruitment, luminescence, 7a,25-OHC stimulated | inhibition, % at 5 µM | 360,000 tested, 0.81% active; in the data active = inhibition above about 38%;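 also: enzyme fragment complementation signal reports receptor beta-arrestin coupling in cells; 0% = agonist plus DMSO wells and 100% = wells without agonist; some results beyond the cut were filed as inactive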
# Target sequence (P32249 whole entry, looked up, the tested form may be a part): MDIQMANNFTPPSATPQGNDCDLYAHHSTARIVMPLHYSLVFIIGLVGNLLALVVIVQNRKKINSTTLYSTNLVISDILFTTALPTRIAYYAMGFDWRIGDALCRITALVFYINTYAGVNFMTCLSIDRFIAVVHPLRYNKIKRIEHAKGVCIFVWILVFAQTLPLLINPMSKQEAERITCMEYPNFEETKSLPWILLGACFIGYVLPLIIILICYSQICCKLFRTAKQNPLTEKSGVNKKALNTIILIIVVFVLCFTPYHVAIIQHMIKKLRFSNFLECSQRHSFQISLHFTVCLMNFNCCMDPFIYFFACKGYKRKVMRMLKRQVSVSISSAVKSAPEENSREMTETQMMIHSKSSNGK
# UPR XBP1 act: activators of adaptive arm of unfolded protein response (XBP1); AID 463104; activation, % at 20 µM; CHO-XBP1 luciferase reporter, IRE1-XBP1 UPR activation, luminescence; percent of tunicamycin response, DMSO as zero; 330,000 tested, 0.33% active;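 active = versus positive control, 20 µM dose yields 30% or more activation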;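 also: 100% = tunicamycin at 10 µg/mL and 0% = DMSO only wells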
#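 Material: CHO cell line with stable XBP1 luciferase reporter; buffer or medium: F12 medium containing 10% fetal bovine serum; compound: single point, 20 µM final compound, 1% DMSO; incubation: 6 h treatment, 37 °C; measured by: glow luminescence from Steady-Glo reagent; evaluation: activation, % of tunicamycin; control set: tunicamycin high, DMSO low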
# APJ antagonist: blocks the human apelin receptor APJ | CHO-K1 APJ beta-arrestin complementation, luminescence | P35414 | inhibition, % at 20 µM | 330,000 tested, 0.32% active;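 active = inhibition above about 40% at 20 µM, limit read from the data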;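 also: cells challenged with 10 nM apelin-13 agonist together with compound; plate controls were apelin-13 plus DMSO wells for no effect and DMSO wells lacking apelin-13 for full effect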
# Target sequence (P35414 whole entry, looked up): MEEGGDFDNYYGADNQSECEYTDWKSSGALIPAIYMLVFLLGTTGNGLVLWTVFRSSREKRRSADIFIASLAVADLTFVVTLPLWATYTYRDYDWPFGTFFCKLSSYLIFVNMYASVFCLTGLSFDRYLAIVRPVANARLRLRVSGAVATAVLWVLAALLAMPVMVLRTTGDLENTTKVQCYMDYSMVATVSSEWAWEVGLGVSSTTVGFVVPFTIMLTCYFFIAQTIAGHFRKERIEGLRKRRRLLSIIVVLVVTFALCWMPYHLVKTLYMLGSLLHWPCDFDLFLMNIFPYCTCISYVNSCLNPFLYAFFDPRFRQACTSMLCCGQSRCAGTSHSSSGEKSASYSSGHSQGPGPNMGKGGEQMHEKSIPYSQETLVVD
# CXCR6 inh: inhibitors of human CXCR6 receptor; inhibition, % at 20 µM; AID 602244; CHO-K1 PathHunter CXCR6 beta-arrestin, luminescence; 360,000 tested, 0.36% active; in the data active = inhibition above about 34%, passing the limit was not always enough;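 also: antagonist mode with CXCL16 agonist at 10 nM final; 0% = 10 nM CXCL16 with DMSO and 100% = unstimulated wells without agonist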
# tim23-1 inh: inhibits growth of tim23-1 mutant yeast; S. cerevisiae tim23-1 growth, BacTiter-Glo luminescence, 24 h; inhibition, % at 20 µM; 330,000 tested, 1.3% active; AID 463212;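 active = growth inhibition of the mutant yeast at or above 50%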;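 also: temperature-sensitive mutant grown at 25 °C; plate controls were DMSO-treated mutant yeast for no effect and medium wells lacking yeast for full effect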
# Mdm2-MdmX inh: inhibitors of human Mdm2/MdmX interaction; 330,000 tested, 3% active; SaOS-2 split-luciferase Mdm2/MdmX complementation, luminescence; inhibition, % at 8 µM;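 active = inhibition of at least 50% at 8 µM in the primary screen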
# APJ agonist: APJ receptor agonism | P35414 | CHO-K1 APJ PathHunter beta-arrestin, luminescence; 0% DMSO wells, 100% apelin | activation, % at 20 µM | 330,000 tested, 0.11% active | AID 2520;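 active = activation more than six SD over the plate average, tested at 20 µM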;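 also: 0% = DMSO alone and 100% = apelin-13 at 10 nM; some results filed as inactive read as strong as hits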
#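 Material: CHO-K1 APJ beta-arrestin complementation cell line; Input: cell density 1000 per well; Incubation: compound stimulation 90 min at 25 °C, detection 60 min; Signal: luminescence from split beta-galactosidase complementation, Galacton Star/Emerald II substrate; Controls: DMSO-only wells as negative, 10 nM Apelin-13 as positive control.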
# CHOP UPR activ: apoptotic UPR (CHOP) activation. CHO-CHOP luciferase reporter, luminescence; percent of tunicamycin response over DMSO baseline. activation, % at 10 µM. 330,000 tested, 0.34% active. AID 449763;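 active = at 10 µM dose, activation of 40% or more, normalized to positive control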;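 also: 100% = tunicamycin at 10 µg/mL and 0% = DMSO alone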
#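 Assay system: CHO cells with stable CHOP pathway luciferase reporter; Buffer or medium: F12 plus 10% serum; Times: 16-18 h cell attachment, then 6 h compound exposure, 37 °C; Signal: luciferase luminescence; Read-out basis: percent activation relative to tunicamycin control; Control set: tunicamycin high control, DMSO low control.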
# CCR6 antag: antagonists of human CCR6 receptor | P51684 | CHO-K1 CCR6 PathHunter beta-arrestin, luminescence, CCL20-stimulated | inhibition, % at 20 µM | 340,000 tested, 0.49% active | AID 493098;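 active = compounds whose inhibition of the agonist-driven luminescence signal at 20 µM reaches about 50%, limit read from the data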;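 also: cells stimulated with CCL20 at 14 nM final; plate controls were DMSO with CCL20 for no effect and DMSO without agonist for full effect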
# Target sequence (P51684 whole entry, looked up): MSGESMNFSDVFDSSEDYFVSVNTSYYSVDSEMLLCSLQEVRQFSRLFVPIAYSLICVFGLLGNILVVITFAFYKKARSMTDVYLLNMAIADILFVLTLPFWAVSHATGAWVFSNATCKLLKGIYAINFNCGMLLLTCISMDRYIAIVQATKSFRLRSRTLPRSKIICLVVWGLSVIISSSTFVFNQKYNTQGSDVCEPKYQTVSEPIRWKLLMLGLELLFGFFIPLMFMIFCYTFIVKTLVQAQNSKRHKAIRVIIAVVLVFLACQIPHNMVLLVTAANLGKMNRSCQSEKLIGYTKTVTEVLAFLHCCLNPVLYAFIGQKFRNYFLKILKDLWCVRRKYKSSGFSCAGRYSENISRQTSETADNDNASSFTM
# Starred values were filed as active, the others as inactive; nt = not tested or not shown. This is a subset (hit frequency here may not be typical).
# Below each compound: EBI2 antag	UPR XBP1 act	APJ antagonist	CXCR6 inh	tim23-1 inh	Mdm2-MdmX inh	APJ agonist	CHOP UPR activ	CCR6 antag
> CC1CC(=O)N(CC(=O)Nc2ccc3c(c2)OCCO3)c2ccccc2S1 (stereo unspecified)
    0	0	9	3	23	6	-2	-1.8	11
> Cc1nc2ccc([N+](=O)[O-])cc2s1
    7	-1	-8	-7	-1	-25	-1	-1.6	-15
> CCCCOc1ccc(CNC(=O)NS(=O)(=O)c2ccc(OCC(C)C)cc2)cc1
    -27	0	9	-2	12	3	1	-4.1	-15
> Cc1ccc(S(=O)(=O)/N=c2\ccc(Cl)cn2C(F)F)cc1
    -3	2	14	-3	12	-6	-3	1.6	-21
> Cc1ccc(NC(=O)C(C)OC(=O)/C=C/c2ccccc2)cc1 (stereo unspecified)
    -2	-4	15	9	3	6	1	-1.9	17
> Cc1[nH]c(=O)[nH]c(=O)c1S(=O)(=O)Nc1ccc(Br)cc1F
    -1	0	15	-17	-4	2	-1	0.3	1
> O=C(NCc1cccnc1)c1cccc2c1C(=O)N(Cc1cccnc1)C2
    -7	1	13	1	-4	-10	-5	1.5	3
> CN(C)CCCOc1ccc2c(c1)Sc1ccccc1CC2=O
    -3	1	-29	-5	2	13	-1	4.1	-4
> COc1ccc(OC)c(NC(=O)C2CCCN(S(=O)(=O)c3c(C)noc3C)C2)c1 (stereo unspecified)
    -7	0	15	-17	16	-1	4	0.2	-11
> CC1=CC(C)(C)Nc2ccc(OC(=O)CN3C(=O)CCC3=O)cc21
    1	-4	25	-3	16	55*	-7	87*	16
> Cc1ccc(-c2nc(NCc3ccco3)n(S(C)(=O)=O)n2)cc1
    8	-1	-2	8	-16	-1	0	0.5	5
> CCOC(=O)N1CCN(C(=O)C(=O)N/N=C/c2ccc(OC)cc2OC)CC1
    7	1	-4	2	-8	7	2	0.9	16
> COc1cccc(C(=O)Nc2ccc(-n3nncc3C(C)(C)C)cc2)c1
    5	-4	-1	-5	31	-10	1	-0.4	1
> O=C(NCC(c1ccco1)N1CCOCC1)C1CCCCC1 (stereo unspecified)
    -3	-3	23	-8	-1	18	-1	1.3	10
> CC(=O)Nc1ccc(NC(=O)Cn2c(=O)n(-c3ccccc3)c(=O)c3oc4ccccc4c32)cc1
    0	-1	3	0	2	-8	-1	-1.0	3
> CCN(CC)Cc1csc2ccc(Br)cc12
    -22	-4	21	6	15	18	-2	0.0	15
> Cc1ccc(-c2csc3nc(SCC(=O)N(C)C)n(Cc4ccccc4)c(=O)c23)cc1
    4	1	-7	10	28	46	-1	5.5	17
> Cc1ccc(C(=O)OC2CCN(c3ccc([N+](=O)[O-])cc3)CC2)cc1
    8	1	-7	-8	-5	2	-2	1.4	-1
> FC(F)(F)c1ccnc(Sc2n[nH]c(C(F)(F)F)n2)c1
    9	1	1	-10	-1	20	3	-0.7	3
> O=S(=O)(NCCOCCNS(=O)(=O)c1ccccc1)c1ccccc1
    -3	2	-15	-5	-1	6	-8	1.6	11

# Only EBI2 antag, CCR6 antag and CHOP UPR activ (2 entries from above):
SMILES	EBI2 antag	CCR6 antag	CHOP UPR activ
CCOC(=O)N1CCN(C(=O)C(=O)N/N=C/c2ccc(OC)cc2OC)CC1	7	16	0.9
Cc1[nH]c(=O)[nH]c(=O)c1S(=O)(=O)Nc1ccc(Br)cc1F	-1	1	0.3

# New compounds follow.
# Below each compound: EBI2 antag	UPR XBP1 act	APJ antagonist	CXCR6 inh	tim23-1 inh	Mdm2-MdmX inh	APJ agonist	CHOP UPR activ	CCR6 antag
> O=C(Nc1nccs1)C1CCN(S(=O)(=O)c2ccccc2)CC1
    -10	-3	9	-5	14	-7	1	0.6	16
> O=C1c2ccc([N+](=O)[O-])cc2C(=O)N1CNc1ccccn1
    6	0	-17	-7	5	0	-1	-2.4	-6
> O=C(CSc1c2c(nc3cc(Cl)ccc13)CCCC2)NCCCN1CCOCC1
    2	-2	12	7	11	22	-2	-0.2	10
> CCOc1ccc(S(=O)(=O)NCc2ccccn2)cc1NC(=O)c1ccccc1F
    -12	22	11	4	-1	57*	-2	0.6	7
> CCC(C)[C@H](NC(=O)C1CCC(CNC(=O)[C@@H]2CCCN2C(=O)OC(C)(C)C)CC1)C(=O)O (stereo partly specified)
    -6	6	11	5	2	-5	-1	0.0	2
> O=C(CCc1nnc(Cc2cccc(C(F)(F)F)c2)o1)NCCc1ccccc1F
    -8	0	-1	8	21	-18	-4	5.5	-3
> COc1ccc(NC(=O)CNC(=O)C2CCCCC2)cc1OC
    -2	0	4	-2	-2	9	-3	0.1	11
> CCc1cc(C)cc(OCCNC(=O)c2ncn[nH]2)c1
    -5	1	13	1	1	17	-6	-0.6	10
> Cc1c(C(=O)N/N=C/c2ccccn2)nnn1-c1nonc1N
    -7	2	-4	4	25	-22	1	1.5	3
> COc1ccc2[nH]c(C)c(CCN3C(=O)OC(C)(C)C3(C)O)c2c1 (stereo unspecified)
    -2	3	1	-9	2	14	2	-1.7	5
> CCCCn1c(C23CC4CC(CC(C4)C2)C3)n[nH]c1=S
    10	-4	13	4	53*	5	0	-2.6	11
> Cc1ccccc1Oc1ncnc2oc(-c3ccccc3)cc12
    65*	1	10	-12	42	5	-4	0.8	2
> CNC(=O)c1cc(C(=O)c2ccccc2Br)c[nH]1
    -11	4	18	-2	4	6	-4	0.0	6
> COc1ccc(Nc2nc(N)nc(CSc3nncn3C)n2)cc1
    -6	-1	8	-2	-7	-33	-5	-0.5	-8
> COCCNC(=O)C1CC(c2cccc(OC)c2)=NO1 (stereo unspecified)
    -6	-1	-1	-10	16	-2	-2	-0.9	-8
> Cn1c(O)c(N=NC(=O)CNC(=O)c2ccccc2)c2cc(Br)ccc21
    0	2	21	15	25	31	-7	-0.5	18
> Cc1ccc(C(=O)Nc2cccc(C(F)(F)F)c2)cc1Nc1ncnc2nc[nH]c12
    5	-3	-101	-10	15	39	15	-1.7	nt
> Fc1ccccc1/C=N/Nc1nc(N2CCCCC2)nc(N2CCCCC2)n1
    15	-2	-3	7	-1	-18	-2	-0.5	19
> CN=c1sc(C(=O)Nc2cccc(Cl)c2)cc(=O)n1C
    13	5	7	9	1	27	1	-1.8	4
> Cn1c(N)c(C(=O)COC(=O)c2cccc(S(=O)(=O)N3CCCCC3)c2)c(=O)n(C)c1=O
    -23	-4	15	4	7	-16	-1	-1.7	0

# (continued)
# Below each compound: EBI2 antag	UPR XBP1 act	APJ antagonist	CXCR6 inh	tim23-1 inh	Mdm2-MdmX inh	APJ agonist	CHOP UPR activ	CCR6 antag
> CCc1ccc(-c2cc(C(=O)NCCCn3ccnc3)c3ccccc3n2)s1
    nt	4	5	nt	14	-18	0	1.1	nt
> COc1ccc(NC(=O)c2c(-c3ccccc3)noc2C)c(OC)c1
    -1	0	20	-3	15	16	-5	0.7	7
> CC1Cc2ccccc2N1S(=O)(=O)c1cccc(C(=O)NCc2ccncc2)c1 (stereo unspecified)
    9	-4	-3	2	9	6	-2	-0.7	2
> O=C(CCCl)N1CCCC2(CCCCC2)C1
    0	-3	2	3	15	-13	-5	1.2	2
> O=C(N/N=C/c1coc2ccc(Cl)cc2c1=O)c1ccc(O)cc1
    -13	-7	7	-8	84*	38	-1	1.0	5
> CCOC(=O)C1CCN(C(=O)N(C)C)CC1
    -3	-2	0	1	15	6	1	5.1	-4
> Cc1ccc(C)c(COC(=O)c2cc(S(=O)(=O)N3CCCCC3)ccc2N2CCOCC2)c1
    10	-1	17	5	14	35	-3	1.1	21
> Cc1cc(N2C(=O)C3C4C=CC(C4)C3C2=O)no1 (stereo unspecified)
    -5	1	7	-3	2	-8	3	2.0	14
> COC(=O)c1c(C)[nH]c(C(=O)OC(C)C(=O)N(C)C2CCCCC2)c1C (stereo unspecified)
    -5	0	9	1	32	1	6	0.6	8
> CCCOC1CCCN(C(=O)c2cc(COc3ccc(F)c(F)c3)on2)C1 (stereo unspecified)
    8	-3	1	-1	24	-62	-2	3.2	13
> Cc1cc(C(=O)NNC(=O)c2ccccc2O)c(C)o1
    1	1	13	-4	4	30	-3	0.1	-13
> CC(C)c1ccc(O)c(NC(=O)c2cncc(Br)c2)c1
    -12	0	-7	0	23	12	-1	1.3	9
> CCC(=O)Nc1ccccc1C(=O)OCC(=O)Nc1ccc(S(N)(=O)=O)cc1
    10	0	31	-5	2	7	0	-2.0	-19
> NC(=O)C1CCCN(C(=O)c2cccc(S(=O)(=O)N3CCCCCC3)c2)C1 (stereo unspecified)
    -12	-1	-3	7	-2	-5	-3	0.9	5
> O=C(CCN1C(=O)C2C3CCC(C3)C2C1=O)Nc1ccccc1Cl (stereo unspecified)
    -13	-2	8	3	-10	20	-5	-2.6	-1
> CCOCCCNC(=O)C1CCCN1C(=O)NC1CCCCC1 (stereo unspecified)
    10	1	-23	-4	2	-24	2	1.0	2
> Cc1ccnc(NC(=O)c2cccc(S(=O)(=O)N3CCOCC3)c2)c1
    -4	1	7	-3	21	-20	2	5.3	-7
> CC(C)(C)C(=O)Nc1nnc(COc2ccc(Cl)cc2)s1
    -20	3	-11	-4	47	17	4	4.2	-9
> OCCNc1nc(Nc2cc(Cl)ccc2OC2CCCC2)nc(N2CCCC2)n1
    15	2	13	3	36	49	-2	1.1	-8
> Cc1ccc(S(=O)(=O)NCC(=O)NC2CC2)cc1
    -16	-3	-13	3	9	22	-5	-0.6	1

# More records:
# Below each compound: EBI2 antag	UPR XBP1 act	APJ antagonist	CXCR6 inh	tim23-1 inh	Mdm2-MdmX inh	APJ agonist	CHOP UPR activ	CCR6 antag
> Cc1ccc2nc(NC(=O)Cc3cccs3)sc2c1
    -2	4	14	-5	32	-120	-3	2.6	0
> Cc1ccc(C(=O)O[C@H](C(=O)O)[C@H](OC(=O)c2ccc(C)cc2)C(=O)O)cc1
    6	-1	-3	-22	2	5	0	1.6	3
> Oc1ccc(/C=N/Nc2ncnc3nc[nH]c23)cc1
    -4	-2	9	0	-5	14	-5	-0.1	-4
> COc1cccc(-n2c(=O)c3sccc3n(CC(=O)NC3CCCCC3)c2=O)c1
    0	0	8	-3	8	16	-2	-1.0	20
> COc1cccc(NC(=O)Nc2ccc3c(c2)N(C)C(=O)CS3)c1
    7	5	-8	-19	-3	50*	0	3.9	8
> COc1ccccc1-n1c(CNC(=O)c2ccc(S(=O)(=O)N3CCOCC3)cc2)n[nH]c1=S
    -3	-2	-4	5	9	-18	7	-2.6	4
> CCOC(=O)NC(=O)/C(C=Nc1ccc(Cl)c(Cl)c1Cl)=C(\C)O
    -13	-2	9	-4	-7	18	-4	-1.0	11
> O=C(NCc1ccncc1)Nc1ccccc1Cl
    -15	0	-4	-2	14	-1	-2	1.1	10
> Nc1nnc(SCC(=O)NNC(=O)c2ccc(Cl)cc2)s1
    -11	-2	-7	-20	6	-12	-1	0.4	1
> CCn1c(CCNC(=O)c2ccc(Cl)cc2Cl)n[nH]c1=S
    -1	1	-10	1	12	-55	0	-2.2	-11
> CC(NC(=O)COC(=O)C1CC1C)c1cccc(Cl)c1 (stereo unspecified)
    0	0	-4	6	8	-1	0	-1.5	0
